Nrf2 activator – activates Nrf2 signaling. AREc32 ARE-luciferase reporter (MCF7-derived line), luminescence, 24 h. Potency, µM (highest dose often 46.1 µM), for inactives: at the highest dose activation, hits mostly activators. hit rate 0.31% among 410,000; also: potency is read from the fitted curve at half-maximal effect; % of control where 0% means no effect; nearly all actives have a fitted effect of over 65% in size
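Quantitative high-throughput format: AREc32 reporter cells, 1000 per well, received compound by pin transfer and were incubated 24 hr at 37 deg C, 5% CO2, before Steady-Glo luminescence detection.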
Nrf2 inh – blocks Nrf2 signaling | A549 ARE-Fluc reporter, luciferase luminescence, 18-24 h | Potency, µM (doses to about 46 µM), for the others: top-dose activity change, negative = inhibition, hits mostly inhibitors | hit rate 2.1% among 360,000 | AID 504444; also: potency is read from the fitted curve at half-maximal effect; % is scaled to controls: 0 for no effect and ±100 for the full control effect; nearly all actives have a fitted effect of over 60% in size
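A549 ARE_Fluc cells (5000/well, 5% FBS OPTI-MEM) pre-incubated 2 h, then treated with compounds 18-24 h at 37C/5% CO2 in concentration-response. CellTiter-Fluor viability read first; BugLite luciferase luminescence after 15 min at room temperature gives Nrf2 activity.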
ATXN2 expr inh – ATXN2 expression inhibition; hit rate 0.72% among 360,000; AID 1745845; HEK-293 ATXN2-luciferase reporter, luminescence, 24 h; Potency, µM (titrated, usually from 57 µM), without a hit: at the top dose activity change, negative = inhibition, actives largely listed as inhibitors; also: potency is read from the fitted curve at half-maximal effect; % is scaled to controls: 0 for no effect and ±100 for the full control effect; nearly all actives have a fitted effect of over 55% in size
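qHTS (up to 57 uM final) was run with 24 h compound exposure of reporter cells at 37 °C. Each well was multiplexed: SteadyGlo luminescence measured ATXN2-luciferase expression after a fluorogenic Gly-Phe-AFC viability readout (25 uM final).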
HepG2 viability – HepG2 cytotoxicity, counter-screen for TGF-b inhibitors; HepG2 CAGA-GFP viability, ATP luminescence, 18 h; Potency, µM (highest dose often 46.1 µM), for the others: at the highest dose activity change, negative = cytotoxicity, usual class: cytotoxic; hit rate 0.76% among 410,000; also: potency is read from the fitted curve at half-maximal effect; some results filed as inactive show a strong effect at the top dose
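CellTiter-Glo luminescence gave cytotoxicity after 18 hours at 37 degrees C. The cells were HepG2 CAGA-GFP in 1% FBS DMEM, stimulated with 500 pg/mL TGF-beta after compound addition. %Activity was normalised to no-cell wells (complete cell-killing) and DMSO (no toxicity), and curves were fitted and classified.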
TGFb SMAD3 inh – blocks TGF-b signaling | HepG2 CAGA-GFP TGF-b/SMAD3 reporter, GFP fluorescence, 18 h; TGF-beta stimulated, 500 pg/mL final | hit rate 1.2% among 410,000 | Potency, µM (series often up to 46.1 µM), inactives show at the highest dose activity, negative = inhibition, actives largely listed as inhibitors | AID 588855; also: potency is read from the fitted curve at half-maximal effect; % is scaled to controls: 0 for no effect and ±100 for the full control effect; nearly all actives have a fitted effect of over 65% in size
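HEPG2 CAGA-GFP, 1000 cells/well; 2 h settle, 37 C; cpd via pin tool; TGF-b 500 pg/mL final; 18 h, 37 C; GFP imaging ex488/em500-530; %Activity normalised to -TGF-b and +DMSO controls; CRC fit, curve class.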
A549 tox – A549 cytotoxicity, counter-screen for Nrf2 inhibitors. AID 504648. Potency, µM (doses to about 46 µM), without a hit: top-dose activity change, negative = cytotoxicity, usual class: inhibitors. A549 ARE-Fluc cells, CellTiter-Fluor viability, 18-24 h. hit rate 0.16% among 390,000; also: potency is read from the fitted curve at half-maximal effect; % is scaled to controls: 0 for no effect and ±100 for the full control effect
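A549 ARE-Fluc cells in 5% FBS OPTI-MEM, 5000 cells/well, rested 2 h then exposed to compounds in concentration-response for 18-24 h at 37 °C. Viability by CellTiter-Fluor fluorescence (Ex 405/Em 525) after 30 min; luciferase luminescence (BugLite, 15 min, RT) read afterwards.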
IL2 activator – activators of IL-2 | hit rate 0.065% among 360,000 | activation, % (series mostly up to about 46 µM) | AID 652025 | IL-2 activation reporter assay, cell-based qHTS; stimulated with anti-CD3/CD4/CD28 beads; in transgenic mouse T cells; in the data active = activation above about 50%; inconclusive = mostly about 30% to 49%; also: 0% is about no effect
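Unstimulated transgenic mouse T cells; 60-min compound exposure; bead-based TCR/CD4/CD28 stimulation; 18 h culture, 37 degrees C; dual fluorescence (EGFP, DsRed) plate cytometry.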
EPAC2 ag – activates human EPAC2 exchange factor; EPAC2 activation, biochemical qHTS; response scale: 100% = 6.5 mM cAMP response; Potency, µM (doses to about 154 µM), inactives show at the top dose activation, usual class: activators; hit rate 0.079% among 360,000; AID 720711; also: potency is read from the fitted curve at half-maximal effect; nearly all actives have a fitted effect of over 50% in size
Target sequence (Q8WZA2 whole entry, looked up): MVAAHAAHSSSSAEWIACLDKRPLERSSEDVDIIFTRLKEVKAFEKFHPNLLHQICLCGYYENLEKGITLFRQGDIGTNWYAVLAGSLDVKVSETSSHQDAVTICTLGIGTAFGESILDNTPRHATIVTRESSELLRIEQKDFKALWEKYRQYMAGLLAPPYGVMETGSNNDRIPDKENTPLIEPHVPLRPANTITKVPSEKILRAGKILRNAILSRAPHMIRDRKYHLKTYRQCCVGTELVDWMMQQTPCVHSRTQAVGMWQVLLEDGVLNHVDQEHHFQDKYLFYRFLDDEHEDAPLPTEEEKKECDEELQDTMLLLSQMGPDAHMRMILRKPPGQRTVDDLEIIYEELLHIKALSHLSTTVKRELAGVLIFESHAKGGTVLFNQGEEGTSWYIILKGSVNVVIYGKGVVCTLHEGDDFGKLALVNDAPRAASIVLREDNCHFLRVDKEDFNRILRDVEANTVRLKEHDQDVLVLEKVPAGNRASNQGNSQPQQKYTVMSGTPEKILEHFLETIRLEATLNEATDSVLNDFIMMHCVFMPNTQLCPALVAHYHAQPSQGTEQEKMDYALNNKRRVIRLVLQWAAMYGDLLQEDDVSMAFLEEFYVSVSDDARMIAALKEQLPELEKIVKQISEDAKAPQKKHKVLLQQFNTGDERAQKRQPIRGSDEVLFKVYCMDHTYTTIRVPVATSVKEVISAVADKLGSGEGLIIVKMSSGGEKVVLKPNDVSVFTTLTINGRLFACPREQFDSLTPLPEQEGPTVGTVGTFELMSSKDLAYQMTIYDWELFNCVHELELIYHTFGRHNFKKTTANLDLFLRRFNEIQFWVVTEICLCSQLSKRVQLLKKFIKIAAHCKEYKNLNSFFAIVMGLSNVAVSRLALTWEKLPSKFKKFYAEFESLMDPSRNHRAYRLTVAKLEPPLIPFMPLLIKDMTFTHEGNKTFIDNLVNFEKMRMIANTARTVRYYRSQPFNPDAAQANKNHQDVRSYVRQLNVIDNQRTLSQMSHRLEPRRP
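Compounds were added across a concentration range to EPAC2 (100 nM), RAP1B-BODIPY-GDP (250 nM) and GDP (50 uM). After 5 min at room temperature, fluorescence was recorded at 5-min intervals for 30 min.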
ATXN viability – cell viability loss in ATXN counter-screen; S2 cells (HEK-293 line with an ATXN2-luciferase reporter) viability, CellTiter-Fluor protease fluorescence, 24 h; Potency, µM (series often up to 56.7 µM), actives largely listed as cytotoxic; hit rate 0.49% among 400,000; also: potency is read from the fitted curve at half-maximal effect; nearly all actives have a fitted effect of over 40% in size
* = called active by the depositor; i = inactive; ? = inconclusive; nt = no result given; & = joins results of further samples; [ ] = dose if it differs, or a comment. Unless noted, calls follow the shape of the dose curve; as a rule, active = well fitted curve in the direction sought with a large enough effect; inconclusive = small, poorly fitted or top-dose-only effect, or another doubt; inactive = no such curve, though single readings can be large; an effect the other way counts as inactive or inconclusive.

SMILES	Nrf2 activator	Nrf2 inh	ATXN2 expr inh	HepG2 viability	TGFb SMAD3 inh	A549 tox	IL2 activator	EPAC2 ag	ATXN viability
Cc1ccc(CCNC(=O)C2CCC(=O)N(Cc3ccccc3F)C2)o1 (configuration not stated)	4.8%	?	45%[activator]	0%	16%	0%	0.7	11%	i
CCOC(=O)N1CCN(C(=O)CN(C2CCCCC2)S(=O)(=O)c2c(C)cc(C)cc2C)CC1	0.4%	7%	nt	2%	-5%	0%	0.6	3%	nt
O=C(NCCCl)C1Cc2c(ccc3ccccc23)O1 (configuration not stated)	-0.3%	20%	-17%	-4%	-2%	4%	-3.6	0%	i
Cc1[nH]c(C)c(S(=O)(=O)N2CCN(c3cccc(C(F)(F)F)c3)CC2)c1C(=O)N1CCCC1	0.3%	-15%	-3%	-11%	-16%	-2%	-2.0	-5%	i
Cc1nc(N2CCOCC2)nc(N2CCCCC2C)c1[N+](=O)[O-] (configuration not stated)	0.3%	2%	3%	-25%	7%	-5%	-2.7	-1%	i
Cn1c(N)c(C(=O)COC(=O)CC2CC3CCC2C3)c(=O)n(C)c1=O (configuration not stated)	-0.1%	?	-16%	8%	-1%	-14%	0.2	5%	i
CC1(c2nnc(Cc3ccccc3)o2)CC(c2ccc(Cl)cc2)=NO1 (configuration not stated)	0.1%	-13%	-4%	-6%	-10%	12%	1.7	8%	i
O=C1COc2ccc(C(=O)CSc3nc4ccccc4c(=O)n3-c3ccc(Cl)c(Cl)c3)cc2N1	0.0%	?	?	0%	0%	?	2.2	-1%	?
Cc1ccc(S(=O)(=O)CC(N)=O)cc1	-0.3%	13%	0%	-12%	-6%	-2%	-4.2	8%	i
CC[N+](C)(C)c1cccc(O)c1	0.4%	6%	6%&16%	2%	15%	-1%	0.8	3%	i
CCOC(=O)C1(C)C=C(Nc2ccc(C(=O)O)cc2)C(=O)N1c1ccc(C(=O)O)cc1 (configuration not stated)	-0.8%	2%	1%	-3%	-6%	0%	nt	nt	i
CC(NC(=O)c1ccc(OC2CCN(S(=O)(=O)N(C)C)CC2)cc1)C1CC1 (configuration not stated)	0.1%	-2%	-12%	4%	0%	1%	-3.8	8%	i
COc1ccccc1-c1noc(-c2ccc(NC3CCCCC3)c([N+](=O)[O-])c2)n1	7.6%	?	26%	-4%	-7%	3%	nt	nt	i
CC(=O)OCc1cnc(C)c2oc(=O)c(C(=O)Nc3ccc(C)cc3Cl)cc12	3.0%	nt	nt	25%	26%	6%	nt	nt	nt
CCCN1Cc2cccc(C(=O)NC(CC(=O)OCC)c3ccc(C)cc3)c2C1=O (configuration not stated)	0.0%	-1%	-1%	-11%	-1%	0%	-2.7	11%	i
CN(C)CCN(C)C1CN(Cc2ccccc2)S(=O)(=O)C1 (configuration not stated)	-0.8%	nt	-6%	-23%	-8%	nt	-0.6	7%	i
COC(=O)/C(NC(C)=O)=C(\C)c1ccc(Cl)cc1	-0.8%	4%	-2%	-16%	-4%	-2%	0.1	6%	i
CCc1cc(-c2nnn(CCC3COCCO3)c2CC)ccc1-c1cn(Cc2ccccc2)nn1 (configuration not stated)	6.4%	nt	?	-33%	?	nt	-3.2	9%	?
O=C1N(Cc2ccccc2)c2ccccc2C1(O)c1c[nH]c2ccccc12 (configuration not stated)	3.9%	-5%	-22%	-50%	-21%	-6%	nt	nt	i
COC(=O)c1cc(O)c(O)c(O)c1	4.0%	-4%	2%	-6%	-19%	-2%	0.2	0%	i
Cc1ccc2nc(N3CCOCC3)c(C=O)cc2c1	5.1%	-5%	28%	-12%	-7%	-4%	0.2	10%	i
O=C(CN1CCOCC1)Nc1nc2ccc(Cl)cc2s1	1.3%	-5%	nt	-11%	21%	6%	-0.4	-7%	i
COc1ccc(CNS(=O)(=O)c2cc(Br)cc3c2N(C(C)=O)C(C)C3)cc1 (configuration not stated)	0.1%&-0.8%	-9%	-15%&-18%	-45%&-13%	-5%&-13%	0%&12%	-2.6	11%	i
CCNc1cc(N2CCCC2)ccc1[N+](=O)[O-]	0.1%	4%	11%	2%	18%	-12%	-0.7	7%	?
COC(=O)c1sccc1S(=O)(=O)N(CC(=O)Nc1ccccc1)c1ccccc1	1.1%	nt	1%	-17%	?	1%	nt	nt	i
Cc1nc2ccn(Cc3ccco3)c(=O)c2cc1C(=O)NCc1ccc(F)cc1	18%	25%	nt	2%	-23%	7%	nt	nt	nt
Cc1ccc(NC(=O)Cn2ccc([N+](=O)[O-])n2)cc1C	0.4%	-22%	10%	8%	-38%	-7%	-3.9	3%	i
CCOC(=O)c1ccc(N2C(=O)c3n[nH]c(-c4ccco4)c3C2c2ccc(OCC)cc2)cc1 (configuration not stated)	-4.3%	18µM*	nt	-76%	7.1µM*	?	nt	nt	nt
CCCn1c2ccc(F)cc2c2nnc(SCCN(CC)CC)nc21	9.0%	-13%	nt	-7%	12%	-5%	nt	nt	nt
COc1ccc(C(=O)CNc2ccccc2CO)cc1	4.6%	?	-15%	-4%	10%	-7%	-0.4	1%	i
CNc1ccc(C(=O)Oc2cc(O/N=[N+](\[O-])N(C)C)c([N+](=O)[O-])cc2[N+](=O)[O-])cc1	nt	?	nt	-1%	-11%	?	nt	nt	nt
COc1ccc(-c2nc(CS(=O)CC(=O)NC3CCCc4ccccc43)c(C)o2)cc1OC (configuration not stated)	4.5%	-19%	-2%	3%	-3%	-12%	-0.9	-1%	i
Cc1cc(C)c(C#N)c(N2CCN(c3ccccc3F)CC2)n1	6.5%	2%	nt	-55%	-2%	1%	0.3	11%	i
S=c1ccc2ccccc2[nH]1	3.1%	-13%	-12%	7%	1%	-19%	0.2	2%	?
O=C(NN=Cc1ccc2c(c1)OCO2)C1CC1	1.5%	?	-1%	0%	0%	0%	1.6	25%	i
Cn1cnnc1SCc1ccc(C(=O)N=Nc2c(O)n(Cc3ccc(Cl)cc3)c3ccccc23)cc1	13%	-17%	?	6%	?	-15%	-2.2	4%	?
O=C(c1ccc(F)cc1)n1nc(-c2ccc(Cl)cc2)nc1NCc1ccco1	0.6%	33%	42%[activator]	1%	28%	4%	nt	nt	i
C=CCC(CC=C)(CNC(=O)C(=O)Nc1cc(C)ccc1OC)c1ccc(OC)c(OC)c1	-0.2%	-12%	-5%	-25%	-25%	4%	nt	nt	i
N#C/C(=C/c1ccc(N2CCCCCC2)o1)c1cccc(F)c1	13µM*	nt	58%[activator]	-16%	64%[activator]	?	21	15%	i
COc1ccc(C(=O)c2cc([N+](=O)[O-])ccc2N2CCOCC2)cc1	-0.3%[9.22 µM]	?	-6%	-23%	?	-16%	-0.4	-1%	?
C=C(C)Cn1c(SCC(=O)NCc2ccco2)nc2sc3c(c2c1=O)CCC3	3.4%	-7%	0%	-4%	6%	-5%	-1.0	-5%	i
COc1cc(NC(C)CCCN)c2nc(C)ccc2c1Oc1ccc(F)cc1 (configuration not stated)	-6.3%	nt	nt	-104%	?	nt	-3.7	11%	i
COc1ccc2c(c1)CCC/C2=N\Nc1nc(C(=O)NN)cs1	4.2%	20%	34%	-31%	-26%	2%	-1.0	-9%	i
Cc1c(N(C(=O)c2ccccn2)C2(C(=O)NC3CCCCC3)CCCCC2)c(=O)n(-c2ccccc2)n1C	-0.5%	-20%	-30%	-32%	3%	-2%	-3.2	12%	i
Cc1ccc(NC(=O)C2Cc3ccccc3O/C2=N\O)cc1C (configuration not stated)	4.4%	?	15%	-4%	-9%	-1%	1.2	4%	i
CN1CCN(S(=O)(=O)c2ccc(NC(=O)c3ccc([N+](=O)[O-])cc3)cc2)CC1	-0.5%	-5%	-1%	17%	-16%	-1%	0.0	7%	i
CCOC(=O)/C(C#N)=C/C1=C(N2CCOCC2)C(C)(C)OCC1	0.1%	-7%	-12%	6%	0%	-29%	-0.6	4%	?
CCOC(=O)c1ccc(Nc2c(-c3cccc(O)c3)nc3nc[nH]n23)cc1	-0.3%	nt	-14%	-17%	-9%	-4%	nt	nt	?
Cc1ccc(S(=O)(=O)NC2CCCCC2)c(C)c1NS(C)(=O)=O	-0.4%	5%	-10%	-3%	-13%	10%	-0.4	12%	i
COc1ccc(CCNC(=O)c2c(C)nc3ccccn23)cc1	-0.8%	-25%	2%	-21%	22%	-6%	0.6	-2%	i
Cc1cccc(/C=N/NC(=O)c2ccc(NC(=O)c3ccc(F)cc3)cc2)n1	0.4%	-16%	-16%	1%	0%	1%	0.0	-4%	?
CC(CCc1ccccc1)NC(=S)NC(=O)c1ccco1 (configuration not stated)	5.0%	-9%	-13%	-12%	-2%	11%	-5.7	24%	i
Cc1ccc(S(=O)(=O)N2CCN(c3ncnc4sccc34)CC2)cc1C	3.5%	?	?	-3%	?	-11%	-0.5	5%	i
COc1ccc(C(=O)OCC[N+]2(C)CCCCC2)cc1	-0.6%	7%	-6%	-2%	4%	-13%	1.1	3%	i
O=C(c1ccccc1)N(Cc1ccco1)Cc1cccs1	3.5%	-2%	nt	-15%	-30%	1%	nt	nt	nt
